TSHR antag = blocks TSH signaling through the human TSH receptor; TSHR-expressing cells, TSH-stimulated cAMP HTRF, 2 h; stronger effect = lower value; activity change, negative = inhibition, % at 11.5 µM; hit rate 0.2% among 330,000; AID 504810;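 active = activity change below a set negative limit, meaning inhibition stronger than a set level, cut at about -70% in these data; inconclusive = activity change between two set negative limits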; note: % is set by controls: 0 for no effect and ±100 for the full control effect
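Read-out is FRET at 665 nm (cryptate excitation 337 nm) from a cryptate-tagged anti-cAMP antibody, competed by cell cAMP against cAMP-d2. Compounds are tested on freshly harvested TSHR cells challenged with 4nM TSH (EC80) for 2 hours at 37 deg C.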
S-ASM inh = blocks human secretory acid sphingomyelinase; P17405; placental ASM, HMU-PC fluorogenic substrate, 60 min; Potency, µM (doses to about 57.5 µM), inactives show top-dose activity change, negative = inhibition, hits mostly inhibitors; hit rate 0.006% among 340,000; AID 504937; note: potency is the fitted concentration of half-maximal effect
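HMU-PC0 cleavage (9 uM final) by human placental ASM, 60 min at 37 °C following 10 min compound exposure at RT; stopped at pH 10, fluorescence Ex 386/Em 447 nm.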
A-T KAP1 phos = potential ataxia-telangiectasia treatment | AID 485349 | […] A-T fibroblasts, KAP-1 phosphorylation AlphaLISA; neocarzinostatin DNA damage 30 min before lysis | Potency, µM (top dose mostly 57.5 µM), for inactives: top-dose activation, most hits filed as activators | hit rate 0.19% among 320,000; note: potency is the fitted concentration of half-maximal effect; % of control where 0% means no effect; nearly all actives have a fitted effect of over 45% in size
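hTERT-immortalized A-T patient fibroblasts ([…]), 500 cells/well in OPTI-MEM, 1% FBS, got compounds for 60 min, then NCS for 30 min at 37C. Lysates were then assayed for phospho-KAP-1 by AlphaLISA (anti-pKAP1 donor, anti-KAP1 acceptor beads), 6 hr at 25C.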
CXXC DNA block = blocks binding of human MLL CXXC domain to DNA; Potency, µM (top dose mostly 115 µM), for inactives: at the top dose activity change, negative = inhibition, usual class: inhibitors; Q03164; hit rate 0.037% among 290,000; MLL-CXXC / FITC-HOXA9 DNA fluorescence polarization; active = well fitted inhibition curve with a large enough effect in the polarisation, with a control signal flat, not every such curve was filed as active; inconclusive = small, poorly fitted or top-dose-only effect, or effect the other way, or a change in a side signal; inactive = no such curve, though single readings can be large or run the other way; the % refers to the polarisation; note: potency is the fitted concentration of half-maximal effect
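Fluorescence polarization: 7 uM MLL-CXXC (stock) preincubated 5 min with compounds, then 50 nM fluorescein-HOX-A9 DNA (stock) added; 30 min ambient. Buffer 50 mM Tris-HCl pH 7.5, 50 mM NaCl, 1 mM DTT, 0.05% BSA.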
Menin MLL FP TR = displaces Texas Red mutant MLL peptide from human menin; Menin + Texas Red MLL mutant peptide, fluorescence polarization; AID 1768; O00255; Potency, µM (titrated, usually from 61.6 µM), inactives show top-dose FP activity change, negative = inhibition, most hits filed as inhibitors; hit rate 0.23% among 270,000; active = well fitted inhibition curve with a large enough effect in the polarisation, with a control signal flat, not every such curve was filed as active; inconclusive = small, poorly fitted or top-dose-only effect, or effect the other way, or a change in a side signal; inactive = no such curve, though single readings can be large or run the other way; the % refers to the polarisation; note: potency is the fitted concentration of half-maximal effect; % of control where 0% means no effect; many of its hits are not listed in these tables
Mito fusion yeast = mitochondrial division inhibition or fusion activation | S. cerevisiae fusion-defective mutant growth rescue, CellTiterGlo 48 h | Potency, µM (doses to about 46.1 µM), inactives show top-dose growth rescue (activation), most hits filed as activators | hit rate 0.23% among 320,000;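 note: potency is the fitted concentration of half-maximal effect; % of control where 0% means no effect; nearly all actives have a fitted effect of over 45% in size; temperature-sensitive fusion mutants such as fzo1-1 at 37 °C on non-fermentable ethanol glycerol medium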
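Luminescent cell viability in 1536-well qHTS format served as the measure of rescued growth in ts fusion-mutant S. cerevisiae cultured on non-fermentable YPEG for 48 hours at 37C.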
TSG101-PTAP inh = blocks PTAP/TSG101 interaction to inhibit HIV-1 budding. Fluorescence polarization, FITC-PTAP peptide / Tsg101 binding. 340,000 tested, under 10 active. Potency, µM (series often up to 115 µM), for the others: at the top dose activity change, negative = inhibition, actives largely listed as inhibitors. Q99816; active = well fitted inhibition curve with a large enough effect in the main read-out, with a control signal flat, not every such curve was filed as active; inconclusive = small, poorly fitted or top-dose-only effect, or effect the other way, or a change in a side signal; inactive = no such curve, though single readings can be large or run the other way; note: potency is the fitted concentration of half-maximal effect; % of control where 0% means no effect
Target sequence (Q99816 whole entry, looked up): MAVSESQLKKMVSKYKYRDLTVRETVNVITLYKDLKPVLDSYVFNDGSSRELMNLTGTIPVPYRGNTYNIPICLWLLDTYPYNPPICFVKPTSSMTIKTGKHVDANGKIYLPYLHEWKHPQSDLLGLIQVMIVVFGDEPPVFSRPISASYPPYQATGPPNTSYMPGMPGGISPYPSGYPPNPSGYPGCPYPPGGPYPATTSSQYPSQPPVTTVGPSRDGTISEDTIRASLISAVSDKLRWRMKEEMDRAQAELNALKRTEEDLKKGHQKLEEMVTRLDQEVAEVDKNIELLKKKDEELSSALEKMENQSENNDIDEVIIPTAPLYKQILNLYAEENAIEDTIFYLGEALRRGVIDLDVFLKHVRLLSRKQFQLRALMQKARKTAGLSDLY
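Tsg101 binding domain (10 uM final) was mixed with compound and a FITC-labeled PTAP peptide (50 nM final) in HEPES pH 7.5 buffer with NaCl, Tween 20, EDTA and TCEP; fluorescence polarization was read after 20 min at r.t.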
MBNL1 CUG block = MBNL1-poly(CUG) RNA binding inhibition | TR-FRET MBNL1-His/biotin-(CUG)12 binding, 665/545 ratio | Q9NR56 | Potency, µM (top dose mostly 57.5 µM), inactives show top-dose activity change, negative = inhibition, hits mostly inhibitors | hit rate 0.036% among 280,000 | AID 2675; active = well fitted inhibition curve with a large enough effect in the signal ratio, with a control signal flat, not every such curve was filed as active; inconclusive = small, poorly fitted or top-dose-only effect, or effect the other way, or a change in a side signal; inactive = no such curve, though single readings can be large or run the other way; the % refers to the signal ratio; note: potency is the fitted concentration of half-maximal effect; % is set by controls: 0 for no effect and ±100 for the full control effect
Target sequence (Q9NR56 whole entry, looked up): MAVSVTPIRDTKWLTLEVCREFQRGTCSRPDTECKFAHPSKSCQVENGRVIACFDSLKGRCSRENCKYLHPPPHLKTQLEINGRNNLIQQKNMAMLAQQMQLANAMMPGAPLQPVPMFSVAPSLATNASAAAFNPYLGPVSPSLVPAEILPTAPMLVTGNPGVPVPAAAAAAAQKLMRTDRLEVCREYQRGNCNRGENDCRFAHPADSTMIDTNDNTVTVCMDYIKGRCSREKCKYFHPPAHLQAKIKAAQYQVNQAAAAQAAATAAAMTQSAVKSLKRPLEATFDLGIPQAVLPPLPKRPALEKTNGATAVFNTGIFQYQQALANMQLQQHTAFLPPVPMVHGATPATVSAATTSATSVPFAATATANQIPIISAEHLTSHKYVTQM
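His-tagged MBNL1 binding to biotinylated (CUG)12 RNA was measured by TR-FRET using terbium anti-His antibody (0.055 ng/ul final) and streptavidin-XL665 (5 nM final). Compounds were titrated 92 nM to 58 uM; 60 min at room temperature.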
a7 integrin act = activators of alpha7 integrin expression for muscular dystrophy; alpha7betagal myoblasts, beta-gal FDG fluorescence, 48 h; hit rate 0.064% among 350,000; AID 624291; Potency, µM (highest dose often 38.3 µM), without a hit: top-dose activation, usual class: activators;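 note: potency is the fitted concentration of half-maximal effect; 100% = response of the positive control SU9516; nearly all actives have a fitted effect of over 60% in size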
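alpha7betagal+/- myoblasts (passage 13, 250/well) treated 48 h at 37C with compounds at 1:260 dilution of DMSO stock. Lysed, then beta-galactosidase activity read as FDG fluorescence (ex 480/em 540) after 30 min, with pre-read for autofluorescence.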
TCR activator = T cell receptor activation; primary human leukocytes, anti-CD3, IL-2 HTRF, 48 h; Potency, µM (series often up to 9.22 µM), without a hit: at the top dose activation of IL-2 secretion, usual class: activators; 330,000 tested, under 10 active; note: % of control where 0% means no effect
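Human primary leukocytes + a-CD3 beads + cpd, 48 hr; IL-2 in supernatant by HTRF (ex 320nm / em 665nm). No co-stimulatory signal supplied.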
The depositor's hits bear a star; ? = inconclusive; nt = no result given; [ ] = dose if it differs, or a comment. Unless noted, calls come from the whole dose curve; as a rule, active = well fitted curve in the direction sought with a large enough effect; inconclusive = small, poorly fitted or top-dose-only effect, or another doubt; inactive = no such curve, though single readings can be large; an effect the other way counts as inactive or inconclusive. A portion of the library (hit frequency here may not be typical).

SMILES | S-ASM inh | A-T KAP1 phos | TSHR antag | Menin MLL FP TR | a7 integrin act | TCR activator | Mito fusion yeast | TSG101-PTAP inh | MBNL1 CUG block | CXXC DNA block
Cc1cc(=O)n2nc(N3CCC(C(=O)N4CCN(C)CC4)CC3)sc2n1 | 0% | -3% | 4 | 7% | -5% | -1% | 8% | 1% | -6% | -1%
CC(=O)N1CCc2cc(S(=O)(=O)NCc3ccc(C)cc3)ccc21 | 2% | 7% | -5 | nt | -2% | -2% | -1% | -2% | 0% | -7%
COc1ccc(-c2nnc(SCC(=O)N(C)C3CCS(=O)(=O)C3)n2C(C)C)cc1 (centres undefined) | 6% | -4% | 4 | nt | 13% | -9% | nt | -3% | nt | nt
Fc1cnc(N2CCc3ccccc32)nc1N1CCc2ccccc21 | 22% | nt | -3 | 8% | 12% | 0% | 17% | 1% | ? | 11%
COc1ccc(C(=O)Nc2sc(C)c(C)c2CN2CC(C)OC(C)C2)cc1 (centres undefined) | 5% | -5% | 3 | -4% | -1% | 1%[46.1 µM] | 5% | 0% | -1% | -7%
Cc1cc(C)c(S(N)(=O)=O)c(C)c1N(C)S(=O)(=O)c1ccccc1 | -2% | 0% | -3 | 6% | 26% | 4% | -8% | -7% | -9% | 19%
O=C(NCc1ccc(F)cc1)c1cnc2sccn2c1=O | 3% | 5% | 19 | -2% | -42% | -1% | -6% | 2% | -2% | -8%
CCCN(CCC)CCNS(=O)(=O)c1ccc2c(c1)oc(=O)n2C | 3% | -2% | -7 | -28% | -3% | -2% | -1% | -3% | 2% | -4%
Cc1c(CN2CCC(n3nccc3NC(=O)c3cccc(F)c3)CC2)cnn1C | 0% | 1% | 1 | nt | -10% | 0% | 3% | 0% | -1% | 0%
CCOC(=O)c1cc(CC)sc1NC(=O)c1cc([N+](=O)[O-])ccc1N1CCOCC1 | 2% | 5% | -10 | 1% | -33% | 3% | -6% | -1% | 3% | -10%
Nc1nc(N2CCN(c3ccc(F)cc3)CC2)n[nH]1 | 2% | 4% | 4 | 1% | 0% | -2% | -3% | -1% | -8% | 4%
CN(CC(=O)N1CCN(Cc2ccccc2)CC1)C(=O)Cc1ccc(Cl)c(Cl)c1 | 1% | 4% | -5 | nt | -5% | -1% | nt | -5% | nt | nt

Results in CXXC DNA block, TCR activator and a7 integrin act, for five of the compounds above:
Molecule	CXXC DNA block	TCR activator	a7 integrin act
O=C(NCc1ccc(F)cc1)c1cnc2sccn2c1=O	-8%	-1%	-42%
CCCN(CCC)CCNS(=O)(=O)c1ccc2c(c1)oc(=O)n2C	-4%	-2%	-3%
Cc1c(CN2CCC(n3nccc3NC(=O)c3cccc(F)c3)CC2)cnn1C	0%	0%	-10%
CCOC(=O)c1cc(CC)sc1NC(=O)c1cc([N+](=O)[O-])ccc1N1CCOCC1	-10%	3%	-33%
Nc1nc(N2CCN(c3ccc(F)cc3)CC2)n[nH]1	4%	-2%	0%

Shown with two lines to a compound: part of the list above
Sequence of screens: S-ASM inh, A-T KAP1 phos, TSHR antag, Menin MLL FP TR, a7 integrin act, TCR activator, Mito fusion yeast, TSG101-PTAP inh, MBNL1 CUG block, CXXC DNA block
- O=C(NCc1ccc(F)cc1)c1cnc2sccn2c1=O
  3%, 5%, 19, -2%, -42%, -1%, -6%, 2%, -2%, -8%
- CCCN(CCC)CCNS(=O)(=O)c1ccc2c(c1)oc(=O)n2C
  3%, -2%, -7, -28%, -3%, -2%, -1%, -3%, 2%, -4%
- Cc1c(CN2CCC(n3nccc3NC(=O)c3cccc(F)c3)CC2)cnn1C
  0%, 1%, 1, nt, -10%, 0%, 3%, 0%, -1%, 0%
- CCOC(=O)c1cc(CC)sc1NC(=O)c1cc([N+](=O)[O-])ccc1N1CCOCC1
  2%, 5%, -10, 1%, -33%, 3%, -6%, -1%, 3%, -10%
- Nc1nc(N2CCN(c3ccc(F)cc3)CC2)n[nH]1
  2%, 4%, 4, 1%, 0%, -2%, -3%, -1%, -8%, 4%

(listing goes on)
SMILES | S-ASM inh | A-T KAP1 phos | TSHR antag | Menin MLL FP TR | a7 integrin act | TCR activator | Mito fusion yeast | TSG101-PTAP inh | MBNL1 CUG block | CXXC DNA block
CCOc1ccc(S(=O)(=O)Nc2ccc(C(=O)N(C)CC(=O)Nc3ccc(OC)cc3)cc2)cc1 | -2% | 0% | -4 | nt | 11% | -1% | -7% | -5% | nt | nt
CN(C)c1nc(-c2cccnc2)nc(-c2ccc(Cl)cc2)c1C#N | 5% | 2% | 7 | ? | -34% | -2% | -5% | -3% | -13% | 13%
COc1ccc(S(=O)(=O)Nc2cc3c4c(c2)CCC(=O)N4CCC3)cc1 | 1% | 27% | -10 | nt | -8% | -3% | 14% | 1% | nt | nt
O=C(C[n+]1cccc(NC(=O)c2ccccc2)c1)c1ccccc1 | -1% | -2% | 1 | 10% | 19% | 8% | 10% | -1% | 4% | 3%
CCCC[C@@H]1C[C@H]1[C@@H](NC(=O)c1ccccc1)c1ccccc1C(F)(F)F | -2% | 4% | 14 | -1% | -15% | -5% | -4% | 0% | 14% | -3%
CCc1ccccc1NC(=S)N(CCc1ccncc1)C(C)C | 10% | 2% | -4 | -5% | 29% | -2% | 2% | -2% | -2% | -1%
Cc1ccccc1-c1nc(-c2cccnc2)no1 | 1% | 3% | -9 | 1% | 18% | -2% | 1% | -3% | -3% | 3%
CNC(=S)N/N=C(\C)c1ccccc1 | 2% | 4% | 10 | nt | 3% | -1% | -3% | 1% | -4% | 6%
Cc1occc1C(=O)NNC(=S)NCC(C)C | 2% | -3% | 4 | 1% | -16% | -3% | 0% | 1% | 0% | 7%
CCOC(=O)c1ccc(NCCOC)c([N+](=O)[O-])c1 | -2% | 2% | 7 | -4% | -27% | 8% | 0% | 1% | ? | 3%
CCOC(=O)c1cc(-c2ccccc2C)nn1Cc1cc(C)no1 | 0% | 15% | -4 | nt | -27% | 5% | 19% | -2% | nt | nt
CN(C)C(C)(C)C#CCCCCC#CC(C)(C)N(C)C | 4% | 0% | 2 | 14% | -36% | -3%[46.1 µM] | -3% | -5% | -4% | 1%
Cn1c(-c2ccc(F)c(F)c2)cc2onc(-c3ccccc3)c2c1=O | 4% | 14% | -2 | nt | 5% | -4% | 3% | -8% | nt | nt
Cc1cccc(C(=O)Oc2ccc(/C=N/NC(=O)c3cc(O)cc(O)c3)cc2)c1 | ? | 1% | -1 | ? | -11% | -1% | 3% | -2% | -6% | 141%[activator]
O=C(CN1CCCN(S(=O)(=O)c2ccc(F)cc2)CC1)Nc1ccccc1Br | -1% | 2% | -6 | -4% | -40% | -10% | 30% | -1% | 0% | -6%
CCN(CC)S(=O)(=O)c1ccc2c(c1)nc(SC(C)C(N)=O)n2-c1ccc(OC)cc1 (centres undefined) | -4% | 6% | 5 | -9% | 0% | -2% | 0% | -3% | -11% | -18%
COc1ccccc1CNC(=O)c1ccc(CS(=O)Cc2cccc(Cl)c2)o1 (centres undefined) | 2% | 8% | 9 | nt | 19% | -4% | 0% | -2% | -2% | -6%
N#Cc1nc(COc2ccc(F)cc2)oc1N1CCCC1 | 0% | 6% | -8 | 5% | 25% | 1% | 13% | -7% | -1% | -6%
CC1CCCC(C)N1C(=O)COC(=O)c1cccnc1Cl (centres undefined) | 1% | 1% | nt | nt | 3% | nt | nt | -4% | nt | nt
O=C(NCCc1cccnc1)C1CCC(=O)N(Cc2cccc(C(F)(F)F)c2)C1 (centres undefined) | 3% | 4% | 57 | ? | 0% | -7% | 1% | nt | -3% | -4%
CCOc1ccccc1N(C)C(=O)c1cn(CC)c(=O)c2cc(OC)c(OC)cc12 | -2% | -6% | -6 | -11% | -4% | 3% | 3% | -1% | 0% | 3%
CC(C)N1CCN(Cc2ccc3nsnc3c2)CC1CCO (centres undefined) | 1% | -1% | -11 | 29% | -2% | 0% | 2% | -2% | ? | -12%
Cc1nc([N+](=O)[O-])c(SCC(N)=O)n1Cc1ccccc1 | -1% | 5% | 7 | 0% | -15% | 14% | -1% | -5% | ? | -2%
O=C(c1ccc2c(c1)OCCO2)N1CCN(Cc2c(F)cccc2Cl)CC1 | 2% | 2% | 4 | nt | 11% | 5% | -1% | -5% | nt | nt
Nc1nccc(-c2ccc(-n3cnc4ccccc43)cc2)n1 | -4% | 1% | -1 | -3% | 11µM* | 1% | -9% | -3% | -14% | -2%

Compound activity as filed in PubChem.
